Bioassay records (PubChem)
Nrf2 block – Nrf2 qHTS screen for inhibitors; A549 ARE-Fluc reporter, luciferase luminescence, 18-24 h; Potency, µM (top dose mostly 46 µM), for inactives: at the highest dose activity change, negative = inhibition, most hits filed as inhibitors; actives 2.1% (n = 360,000); also: potency is read from the fitted curve at half-maximal effect; % is scaled to controls: 0 for no effect and ±100 for the full control effect; nearly all actives have a fitted effect of over 60% in size
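Nrf2 function is reported as luminescence of an ARE-controlled luciferase in A549 cells. Compounds were tested at several concentrations, and a CellTiter-Fluor read on the same wells flagged cytotoxicity.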
TGFb SMAD3 inh – qHTS for Inhibitors of TGF-b. HepG2 CAGA-GFP TGF-b/SMAD3 reporter, GFP fluorescence, 18 h; TGF-beta stimulated, 500 pg/mL final. Potency, µM (doses to about 46.1 µM), for the others: top-dose activity, negative = inhibition, usual class: inhibitors. actives 1.2% (n = 410,000). AID 588855, 2011; also: potency is read from the fitted curve at half-maximal effect; % is scaled to controls: 0 for no effect and ±100 for the full control effect; nearly all actives have a fitted effect of over 65% in size
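Cell-based qHTS in HEPG2 carrying a CAGA-GFP Smad reporter; compounds added before 500 pg/mL final TGF-beta, 18 h incubation at 37 degrees C, GFP fluorescence quantified per cell by imaging cytometry.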
A549 tox – Nrf2 qHTS screen for inhibitors: counterscreen for cytotoxicity | AID 504648, 2011 | Potency, µM (highest dose often 46 µM), for inactives: top-dose activity change, negative = cytotoxicity, actives largely listed as inhibitors | A549 ARE-Fluc cells, CellTiter-Fluor viability, 18-24 h | actives 0.16% (n = 390,000); also: potency is read from the fitted curve at half-maximal effect; % is scaled to controls: 0 for no effect and ±100 for the full control effect
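Cytotoxicity counterscreen: CellTiter-Fluor fluorescence was measured in A549 ARE_Fluc cells after 18-24 h of compound exposure in a concentration series. The subsequent BugLite luminescent read reports ARE-luciferase activity.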
Mm-Cpn inhibitor – Inhibitors of TCP-1 ring complex (TRiC) of Methanococcus maripaludis (MmCpn): qHTS | Potency, µM (top dose mostly 76.9 µM), inactives show top-dose activity, negative = inhibition, actives largely listed as inhibitors | actives 0.031% (n = 330,000) | purified Mm-Cpn ATPase, ADP Transcreener TR-FRET | Chaperonin Mm-Cpn (Methanococcus maripaludis); also: potency is read from the fitted curve at half-maximal effect; % is scaled to controls: 0 for no effect and ±100 for the full control effect; nearly all actives have a fitted effect of over 80% in size
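Eu-cryptate anti-ADP/ADP-d2 competition gives a ratio inversely related to ADP. Enzyme at 25 nM was pre-exposed to compound for 10 min, then given 10 uM ATP for 30 min, 37°C throughout.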
EPAC2 ag – qHTS for Agonist of cAMP-regulated guanine nucleotide exchange factor 4 (EPAC2): primary screen; Rap guanine nucleotide exchange factor 4 (Homo sapiens), Q8WZA2; EPAC2 activation, biochemical qHTS; response scale: 100% = 6.5 mM cAMP response; Potency, µM (doses to about 154 µM), without a hit: at the top dose activation, usual class: activators; actives 0.079% (n = 360,000); also: potency is read from the fitted curve at half-maximal effect; nearly all actives have a fitted effect of over 50% in size
Target sequence (Q8WZA2 whole entry, looked up): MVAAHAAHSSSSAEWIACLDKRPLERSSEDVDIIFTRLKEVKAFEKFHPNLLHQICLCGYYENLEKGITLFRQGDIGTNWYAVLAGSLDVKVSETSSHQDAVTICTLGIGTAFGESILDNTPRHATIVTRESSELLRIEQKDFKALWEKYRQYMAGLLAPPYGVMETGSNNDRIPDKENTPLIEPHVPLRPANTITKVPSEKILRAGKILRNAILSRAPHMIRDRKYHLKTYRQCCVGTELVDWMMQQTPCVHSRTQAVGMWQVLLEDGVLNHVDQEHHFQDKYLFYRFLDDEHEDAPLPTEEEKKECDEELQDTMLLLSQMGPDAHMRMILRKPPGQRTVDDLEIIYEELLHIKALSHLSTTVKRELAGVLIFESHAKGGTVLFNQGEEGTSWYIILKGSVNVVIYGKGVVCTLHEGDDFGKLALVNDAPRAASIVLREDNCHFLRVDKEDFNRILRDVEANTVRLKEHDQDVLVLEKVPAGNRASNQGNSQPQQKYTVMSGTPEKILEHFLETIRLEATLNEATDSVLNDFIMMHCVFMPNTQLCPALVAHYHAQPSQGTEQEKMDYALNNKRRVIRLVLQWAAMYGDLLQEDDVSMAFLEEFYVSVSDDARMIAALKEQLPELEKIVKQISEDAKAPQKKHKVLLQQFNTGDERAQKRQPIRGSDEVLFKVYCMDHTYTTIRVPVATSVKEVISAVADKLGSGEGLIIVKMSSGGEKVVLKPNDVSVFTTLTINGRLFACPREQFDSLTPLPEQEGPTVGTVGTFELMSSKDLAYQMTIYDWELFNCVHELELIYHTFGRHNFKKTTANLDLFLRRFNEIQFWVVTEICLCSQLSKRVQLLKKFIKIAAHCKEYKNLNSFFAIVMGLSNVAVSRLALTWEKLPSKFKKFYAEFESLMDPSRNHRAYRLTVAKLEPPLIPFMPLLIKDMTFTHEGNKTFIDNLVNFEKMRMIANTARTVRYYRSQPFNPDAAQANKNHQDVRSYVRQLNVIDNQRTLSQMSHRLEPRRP
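EPAC2 (100 nM) mixed with Rap1B loaded with BODIPY-GDP (250 nM) plus 50 uM unlabeled GDP; compounds pinned in, 5 min RT, then read every 5 min for 30 min (ex 480, em 540 nm). Normalized to cAMP control.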
Akt phos inh – HTS Assay for Inhibitors of Akt Phophorylation: Primary Screen. Neuro2A IGF-stimulated pAkt S473 HTRF, 20 min; hits give low values. activity change, % for hits at 50 µM. actives 0.32% (n = 360,000). AID 651550, 2012; in the data active = activity change below about -80%; inconclusive = mostly about -51% to -80%; also: % is scaled to controls: 0 for no effect and ±100 for the full control effect
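Single-point screen (50 µM final compound) in Neuro2A cells stimulated 20 min with 6 nM IGF at 37 deg C. After lysis, Ser473-phosphorylated Akt read by HTRF (ex 330 nm, em 615/665 nm) as the 665/615 ratio.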
EPAC2 antagonist – qHTS for Antagonist of cAMP-regulated guanine nucleotide exchange factor 2 (EPAC2): primary screen; EPAC2 GEF exchange of Rap1B-BODIPY-GDP, fluorescence; Potency, µM (doses to about 114 µM), for the others: at the highest dose activity, negative = inhibition, actives largely listed as inhibitors; actives 0.18% (n = 360,000); AID 720708, 2013; also: potency is read from the fitted curve at half-maximal effect; % is scaled to controls: 0 for no effect and ±100 for the full control effect; nearly all actives have a fitted effect of over 45% in size; many of its hits are not listed in these tables
Nrf2 activator – qHTS of Nrf2 Activators; AREc32 ARE-luciferase reporter (MCF7-derived line), luminescence, 24 h; Potency, µM (titrated, usually from 46.1 µM), inactives show at the top dose activation, hits mostly activators; actives 0.31% (n = 410,000); also: potency is read from the fitted curve at half-maximal effect; % of control where 0% means no effect; nearly all actives have a fitted effect of over 65% in size
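Reporter line AREc32 (ARE-Fluc), seeded overnight in OPTI-MEM with 5% FBS; compound pin-transferred, 24 hr at 37 deg C, 5% CO2; luminescent read-out.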
CCT chaperon mod – High-Throughput Screening for Modulators of Cytosolic Chaperonin Activity; purified chaperonin ATPase assay, HTRF ADP detection, 30 min; activity change, % (no concentration beside the values), hits read low; actives 0.3% (n = 360,000); in the data active = activity change below about -30%; also: % is scaled to controls: 0 for no effect and ±100 for the full control effect
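Enzyme 40 or 20 nM (batch-dependent) in Tris pH 7.4/KCl/MgCl2/DTT; cpd 76 uM single point; ATP 10 uM; 30 min 37 °C; Transcreener ADP HTRF detection, 30 min RT; ratio 665/615.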
Active calls of the source: *; i = inactive; ? = inconclusive; . = not tested or not shown; [ ] = remark or other dose. Unless noted, calls follow the shape of the dose curve; as a rule, active = well fitted curve in the direction sought with a large enough effect; inconclusive = small, poorly fitted or top-dose-only effect, or another doubt; inactive = no such curve, though single readings can be large; an effect the other way counts as inactive or inconclusive.

Molecule	Nrf2 block	TGFb SMAD3 inh	A549 tox	Mm-Cpn inhibitor	EPAC2 ag	Akt phos inh	EPAC2 antagonist	Nrf2 activator	CCT chaperon mod
COc1ccc(CNC(=O)c2c(N)n(CCCN3CCOCC3)c3nc4ccccc4nc23)cc1	16µM*	11µM*	.	0%	27%	i	6%	-2.9%	0.6
O=C(COc1ccc2c(c1)CCC2)NCc1cccc(Cl)c1	-16%	-3%	12%	1%	5%	i	?	0.0%	0.9
COc1ccc2c(c1)c(C(=O)CN1CCC3(CC1)OCCO3)c(C)n2C	10%	-4%	-2%	?	1%	i	-27%[57.1 µM]	1.4%	0.2
CCOC(=O)c1cccc(NC(=O)N[C@@H](C)C(=O)OC)c1	10%	10%	11%	-1%	9%	i	-1%	-0.3%	-1.7
COc1cccc2cc(-c3nc(-c4cccs4)cs3)c(=O)oc12	23%	7%	-23%	-8%	-47%[inhibitor]	i	30%[activator]	?	-0.4
N#C/C(=C(/O)c1ccc([N+](=O)[O-])o1)c1nc2ccccc2[nH]1	25%	?	?	-1%	-3%	i	11%	?	2.4
CCOCCCNCC(=O)Nc1ccc(OC(F)(F)F)cc1	-5%	13%	-5%	-1%	-1%	i	-5%	-0.6%	-1.7
O=S(=O)(Nc1nc2n(n1)C(c1ccccc1)C=C(c1ccc(Cl)cc1)N2)c1ccccc1 (stereo not given)	16%	58%[activator]	?	.	.	.	.	4.6%	.
COc1ccc(-c2cc3nc(NCCCN(C)C)n(C)c(=O)c3s2)cc1OC	.	12%	.	.	-2%	i	8%	5.7%	-1.1
Nc1ccccc1SCc1cn2ccccc2n1	?	3%	0%	0%	4%	i	-2%	-0.8%	-3.5
Cc1cccc(C)c1NC(=O)COC(=O)c1nonc1N	6%	-13%	-10%	1%	-4%	.	19%	0.1%	-0.3
Cc1csc(NC(=O)CSc2nc(C(C)C)nc3ccccc23)n1	?	0%	-2%	-2%	14%	i	-5%	?	1.6
COC(=O)c1ccc(C)c(NC(=O)COC(=O)C2CC3CCCC(C2)C3=O)c1 (stereo not given)	1%	-7%	-5%	-1%	3%	i	16%	0.2%	-3.3
COC(=O)Cc1c(C)c2ccc(O)c(CN3CCCC(C)C3)c2oc1=O (stereo not given)	-3%	4%	2%	-10%	2%	i	7%	0.0%	0.1
O=C(Cn1cc([N+](=O)[O-])cn1)NCc1ccccc1Cl	10%	-3%	-1%	.	5%	i	0%	-0.3%	-2.2
O=C(Nc1scc(-c2ccccc2)c1C(=O)O)c1ccc(F)cc1	?	-18%	-14%	0%	0%	i	-24%	-0.4%	-0.7
COc1ccc(NC(=O)CS(=O)(=O)c2cccc(Cl)c2)cc1	-13%	-2%	-3%	1%	-1%	i	1%	0.0%	1.3
COc1cc2[nH]c3c(N4CCN(c5ccc(Cl)cc5)CC4)ncnc3c2cc1OC	?	-10%	2%[1.84 µM]	-5%	4%	i	2%	0.0%	-0.4
Cc1cc(NC(=O)COc2ccc3ccccc3c2)no1	10%	-1%	-8%	-13%	5%	i	14%	-0.8%	-1.1
Cc1cc(C)c2oc(=O)cc(CN3CCOCC3)c2c1	0%	13%	-1%	1%	8%	i	1%	-0.1%	-2.8
CC(=O)c1ccc(S(=O)(=O)Nc2ccc(C(=O)N3CCC3)cc2)cc1	-11%	-24%	-5%	1%	-5%	i	1%	-0.1%	-3.6
O=C(Cc1n[nH]c(=O)c2ccccc12)NC(c1ccccc1)c1ccccc1	-15%	1%	-7%	-3%	-6%	i	4%	3.0%	1.0
CN1C(=O)CCC(CCC(=O)O)(c2ccccc2O)C1=O (stereo not given)	7%	8%	-2%	2%	5%	i	-2%	0.2%	1.4
OCC1(Cc2ccc(F)cc2)CCCN(CCCC(F)(F)F)C1 (stereo not given)	?	-12%	24%	-1%	3%	i	25%	0.6%	1.6
O=C(Nc1ccc(S(=O)(=O)N2CCCC2)cc1)c1ccc(Br)o1	-19%	-33%	0%	0%	13%	i	5%	-0.1%	-1.5
O=C1CC(C(=O)N2CCc3ccccc32)CN1c1ccccc1 (stereo not given)	2%	-1%	2%	1%	10%	i	-3%	0.4%	-2.2
O=C(NC1CCN(Cc2ccccc2)CC1)c1cn(-c2ccccc2)nc1-c1cccnc1	2%	-2%	6%	0%	1%	i	3%	2.5%	5.1
Cc1oc(-c2ccc(Cl)cc2)nc1CN1CCC(C(=O)NCC2CCCO2)CC1 (stereo not given)	15%	-1%	1%	1%	-1%	i	-4%	-0.3%	-1.6
O=C1/C(=C/c2ccccc2Cl)SC(=S)N1CCCC(=O)N(CCO)c1ccccc1	16µM*	?	-12%	0%	9%	i	-11%	3.6%	-3.9
CCCCNC(=O)c1nc(C2CCN(S(=O)(=O)c3cccc(C(F)(F)F)c3)CC2)oc1-c1cccc(C(F)(F)F)c1	.	0%	.	.	0%	i	8%	0.0%	-0.6
CCCn1c(COc2cccc(C)c2)nc2ccccc21	-7%	-19%	9%	.	.	.	.	16%	.
O=C(CSc1nc2ccccc2[nH]1)Nc1ccccc1F	?	-9%	6%	2%	1%	i	-30%	0.5%	3.7
COc1ccccc1NS(=O)(=O)c1cc(-c2cnc(C3CC3)o2)ccc1C	0%	?	-3%	0%	13%	i	-20%	0.7%	-0.6
O=C(NCc1ccc(OC(F)(F)F)cc1)c1ccc2c(c1)S(=O)(=O)c1ccccc1C2=O	?	?	-7%	.	0%	i	-11%	0.1%	-0.8
Cc1cc(C(=O)NC2CCCN(Cc3ccc(Cl)cc3)C2)n(C)n1 (stereo not given)	?	-14%	2%	2%	5%	i	3%	-0.1%	0.2
C=CCN(CC=C)C(=O)C1CCN(Cc2ccc(OCc3ccccc3)cc2)CC1	7%	-24%	-15%	0%	0%	i	1%	3.8%	-0.9
CC1CCCN(C(=O)COC(=O)c2cccc(NS(=O)(=O)c3ccccc3)c2)C1 (stereo not given)	-9%	-29%	-4%	1%	4%	i	12%	-0.7%	-4.9
Cc1ccc(C(=O)N/C(=C\c2ccco2)C(=O)NCCc2c[nH]c3ccccc23)cc1	?	-1%	-2%	3%	-21%	i	-8%	7.0%	-1.2
COc1ccc(/C=N/Nc2nc(C)c([N+](=O)[O-])c(N(C)c3ccccc3)n2)cc1OC	-20%	-7%	-4%	-4%	4%	i	3%	0.4%	-1.6
CCC(=O)Nc1cccc(-c2nc3ccc(C)cc3o2)c1	?	-6%	0%	1%	-1%	i	0%	1.9%	-3.2
C[C@H]1CN([C@@H](C)CO)C(=O)CCCn2nncc2CO[C@@H]1CN(C)C(=O)Nc1ccnc(N2CCOCC2)c1	.	?	.	.	-8%	i	-17%	-0.7%	-0.7
Fc1ccccc1Nc1nc2ccccc2o1	?	-5%	-2%	0%	9%	i	-3%	13%	0.9
Cc1cccc(NC(=O)CN2CCN(C(=O)C3CCCO3)CC2)c1C (stereo not given)	5%	-1%	-4%	-3%	-2%	i	1%	-0.5%	-0.3
Cc1cc(N2CCCCC2)nc2ccc(NC(=O)/C=C/c3ccc(OCCC(C)C)cc3)cc12	?	57%[activator]	-9%	.	.	.	.	3.6%	.
COc1ccc(-n2nnnc2-c2nc3ccccc3s2)cc1	?	23%	14%	0%	-8%	i	1%	6.3%[9.22 µM]	0.8
CCCCc1ccc(NC(=O)N2CCNC(=O)C2CC(=O)Nc2ccsc2C(=O)OC)cc1 (stereo not given)	7%	?	-2%	1%	-8%	i	-20%	2.3%	-1.4
CN1CCN(c2ccc(C(=O)c3ccc(Br)cc3)cc2[N+](=O)[O-])CC1	-1%	3%	1%	-4%	2%	i	-18%	6.9%	-2.6
CC(=O)Nc1ccc(OCC[n+]2cccc(C(N)=O)c2)cc1	-12%	-10%	-8%	-3%	0%	i	8%	-0.7%	0.9
CCOc1ccccc1CNC(=O)CCc1c(C)nn(-c2ccc(N3CCCCC3)nn2)c1C	?	?	-3%	.	.	.	.	4.3%	.
CCN(CC)C(=O)n1c(Cc2ccccc2)nc2ccccc21	-6%	-10%	4%	1%	5%	i	-12%	-0.4%	-0.6
COc1cc(/C=C/c2cc(C(F)(F)F)[nH]c(=O)n2)cc(OC)c1OC	?	?	-9%	1%	9%	i	-24%	?	1.3
CCCCC(=O)NC(=S)Nc1ccc(Cl)c(C(=O)O)c1	7%	16%	0%	-1%	9%	i	3%	-0.3%	-4.1
Cc1cccc(/C=N/n2c(COc3ccccc3)n[nH]c2=S)c1	-8%	-27%	1%	0%	4%	i	-8%	-0.1%	1.1
O=C(NC1=C(Nc2ccc(Cl)cc2)C(=O)c2ccccc2C1=O)c1ccccc1	?	8.9µM*	-19%	-2%	-8%	i	5%	0.0%	-1.7
Clc1cccc(CSc2nnc(-c3cccnc3)n2Cc2ccco2)c1	?	-6%	2%	0%	8%	i	-8%	-0.5%	-0.4

Some of the entries above, reformatted.
Second line of a record – Nrf2 block	TGFb SMAD3 inh	A549 tox	Mm-Cpn inhibitor	EPAC2 ag	Akt phos inh	EPAC2 antagonist	Nrf2 activator	CCT chaperon mod
> COc1cc(/C=C/c2cc(C(F)(F)F)[nH]c(=O)n2)cc(OC)c1OC
  ?	?	-9%	1%	9%	i	-24%	?	1.3
> CCCCC(=O)NC(=S)Nc1ccc(Cl)c(C(=O)O)c1
  7%	16%	0%	-1%	9%	i	3%	-0.3%	-4.1

The list is partial; rates above refer to the full screens.
